ALOX12 inhib: qHTS Assay for Inhibitors of 12-hLO (12-human lipoxygenase) | actives 0.12% (n = 150,000) | Potency, µM (titrated, usually from 57.1 µM), for the others: top-dose activity change, negative = inhibition, actives largely listed as inhibitors | Polyunsaturated fatty acid lipoxygenase ALOX12 (Homo sapiens), P18054 | purified 12-hLO, xylenol orange hydroperoxide absorbance | AID 1452, 2008; also: potency is read from the fitted curve at half-maximal effect; nearly all actives have a fitted effect of over 55% in size; many of its hits are not listed in these tables
Target sequence (P18054 whole entry, looked up): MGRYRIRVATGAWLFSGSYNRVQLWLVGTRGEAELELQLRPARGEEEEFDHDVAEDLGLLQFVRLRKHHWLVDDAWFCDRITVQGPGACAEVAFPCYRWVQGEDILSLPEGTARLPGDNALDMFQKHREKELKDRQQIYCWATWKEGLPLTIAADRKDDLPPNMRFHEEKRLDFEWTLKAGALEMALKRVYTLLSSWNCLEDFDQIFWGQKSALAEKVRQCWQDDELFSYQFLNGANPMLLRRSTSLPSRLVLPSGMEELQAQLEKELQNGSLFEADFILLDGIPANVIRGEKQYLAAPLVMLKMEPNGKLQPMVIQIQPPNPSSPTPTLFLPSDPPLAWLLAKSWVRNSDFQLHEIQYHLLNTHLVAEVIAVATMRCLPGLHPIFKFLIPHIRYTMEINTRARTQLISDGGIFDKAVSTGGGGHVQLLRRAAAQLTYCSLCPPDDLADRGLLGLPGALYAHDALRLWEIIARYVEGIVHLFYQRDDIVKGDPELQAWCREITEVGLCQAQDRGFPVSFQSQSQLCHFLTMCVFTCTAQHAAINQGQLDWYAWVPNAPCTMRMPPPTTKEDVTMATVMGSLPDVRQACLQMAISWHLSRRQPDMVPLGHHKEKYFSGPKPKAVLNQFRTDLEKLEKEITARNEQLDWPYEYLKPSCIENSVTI
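Purified human 12hLO (150 nM final) was preincubated with compounds for 15 min at room temperature in 25 mM Hepes pH 7.0, 0.01% Triton X-100, then reacted with 40 uM arachidonic acid for 30 min. Hydroperoxide was detected with ferrous iron/xylenol orange.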
ALOX15B inhib: qHTS Assay for Inhibitors of 15-hLO-2 (15-human lipoxygenase 2); Polyunsaturated fatty acid lipoxygenase ALOX15B (Homo sapiens), O15296; purified 15hLO-2, xylenol orange hydroperoxide absorbance; Potency, µM (series often up to 57.1 µM), for the others: top-dose activity change, negative = inhibition, most hits filed as inhibitors; actives 0.56% (n = 110,000); also: potency is read from the fitted curve at half-maximal effect; nearly all actives have a fitted effect of over 60% in size; many of its hits are not listed in these tables
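Purified human 15hLO-2 (50 nM) preincubated 15 min with compound, then 45 uM arachidonic acid for 90 min at RT in 25 mM Hepes pH 7.5, 0.01% Triton X-100. Hydroperoxide detected by Fe-xylenol orange; 573/405 nm absorbance ratio.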
IMPase inh: qHTS Assay for Identifying the Cell-Membrane Permeable IMPase Inhibitors; Inositol monophosphatase 1 (Rattus norvegicus), P97697; CHO-M1 cells, IP1 accumulation, HTRF TR-FRET ratio; inhibition (IP1 accumulation), % at 46.1 µM; 120,000 tested, under 10 active; AID 901, 2007; active = well fitted curve in the direction sought with a large enough effect in the signal ratio, not every such curve was filed as active; inconclusive = small, poorly fitted or top-dose-only effect, or a change in a side signal; inactive = no such curve, though single readings can be large or run the other way; the % refers to the signal ratio;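 also: cells stimulated with carbachol in lithium chloride buffer; plate controls were DMSO basal wells for no effect and reference inhibitor wells for full effect; higher means more IMPase inhibition seen as more IP1 and lower FRET ratio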
Target sequence (P97697 whole entry, looked up): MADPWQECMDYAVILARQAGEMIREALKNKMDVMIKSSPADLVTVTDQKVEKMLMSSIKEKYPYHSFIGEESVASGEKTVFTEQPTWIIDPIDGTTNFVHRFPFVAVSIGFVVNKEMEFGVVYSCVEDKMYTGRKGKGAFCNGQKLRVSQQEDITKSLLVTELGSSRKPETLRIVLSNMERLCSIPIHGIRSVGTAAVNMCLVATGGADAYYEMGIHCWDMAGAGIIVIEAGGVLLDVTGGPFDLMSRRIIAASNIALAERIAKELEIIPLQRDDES
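The IP-One HTRF competitive assay in carbachol-stimulated CHO-M1 cells quantifies cellular IP1. Compounds spanned up to 46 uM final, and activity is expressed as AC50 from concentration-response fits of the ratio and donor data.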
PNC assembly inh: High Content Assay for Compounds that inhibit the Assembly of the Perinucleolar Compartment; PC3M PTB-GFP, PNC prevalence imaging, 16 h; stronger effect = lower value; activity change (PNC), negative = inhibition, % at 10 µM; actives 3.1% (n = 140,000); AID 2417, 2010;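 active = readout at or below -70, meaning at least 70% loss of cells showing the perinucleolar compartment, a nuclear body marking cancer cells; inconclusive = readout between -30 and a set limit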;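 also: plate controls were DMSO wells for no effect and camptothecin positive control wells for full effect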
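Compounds are pinned in duplicate onto adhered PC3M cells stably expressing GFP-tagged PTB and incubated 16 h at 37 C. Cells are then fixed, nuclei stained with Hoechst, and PNC-positive cells counted.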
Active calls of the source: *; [ ] = dose if it differs, or a comment. Unless noted, calls follow the shape of the dose curve; as a rule, active = well fitted curve in the direction sought with a large enough effect; inconclusive = small, poorly fitted or top-dose-only effect, or another doubt; inactive = no such curve, though single readings can be large; an effect the other way counts as inactive or inconclusive. Unless noted, % is scaled to controls: 0 for no effect and ±100 for the full control effect. The list is partial; count on the stated rates, not on these rows.

Results for Cc1c(Cl)cccc1NC(=O)CNc1ccccc1F ?
ALOX12 inhib: -2%; IMPase inh: 2; PNC assembly inh: -17

Results for COc1cccc(-c2nn3c(-c4cccc(C)c4)nnc3s2)c1 ?
ALOX12 inhib: -7%; ALOX15B inhib: 12%; IMPase inh: 3; PNC assembly inh: -10

What do the screens show for `CCOc1ccccc1C(=O)N1c2ccccc2Sc2ccccc21`?
ALOX12 inhib: 5%; ALOX15B inhib: -14%; IMPase inh: 5; PNC assembly inh: -15

Results for Cn1c(=O)c2c(SCC(=O)NCc3ccco3)nc(CC(C)(C)C)nc2n(C)c1=O ?
ALOX12 inhib: -2%; ALOX15B inhib: -6%; IMPase inh: 5; PNC assembly inh: 47

What do the screens show for `CC(=O)c1cccc(NC(=O)Nc2cnn(Cc3ccc(F)cc3)c2)c1`?
ALOX12 inhib: -10%; ALOX15B inhib: 6%; IMPase inh: -2; PNC assembly inh: -15

What do the screens show for `Cc1cc(-c2ccccc2)c(C#N)c(N)n1`?
ALOX12 inhib: -4%; ALOX15B inhib: -2%; IMPase inh: 1; PNC assembly inh: 30

What do the screens show for `O=C(Oc1ccccc1)N1CCC2(CCCN(c3ccccc3)C2)CC1`?
ALOX12 inhib: 0%; ALOX15B inhib: -28%

What do the screens show for `COc1ccc(OC)c(C(c2nnnn2Cc2ccccc2)N2CCN(C)CC2)c1` (stereo not given)?
ALOX12 inhib: 2%; ALOX15B inhib: 4%; IMPase inh: 9; PNC assembly inh: 4

What do the screens show for `COc1ccc(CNC(=O)c2cc(-c3ccc(OC)c(OC)c3)on2)cc1`?
ALOX12 inhib: 3%; ALOX15B inhib: 6%; IMPase inh: 9; PNC assembly inh: 1

How did O=C(c1ccco1)N1CCC(c2ccccc2)C1 (stereo not given) do in these assays?
ALOX12 inhib: -3%; ALOX15B inhib: -10%; IMPase inh: 6; PNC assembly inh: 30

Results for CCCC(=O)Nc1ccc2oc(-c3cccnc3)nc2c1 ?
ALOX12 inhib: 0%; ALOX15B inhib: 4%[11.4 µM]; IMPase inh: 28[1.84 µM]; PNC assembly inh: 14

What do the screens show for `Cn1c(SCC(=O)NCc2ccco2)nnc1-c1cccs1`?
ALOX12 inhib: 4%; ALOX15B inhib: 1%; IMPase inh: 10; PNC assembly inh: inconclusive

What do the screens show for `COC(=O)c1ccc(/C=N/n2cnnc2)cc1`?
ALOX12 inhib: -1%; ALOX15B inhib: 2%; IMPase inh: 2; PNC assembly inh: -19

How did O=c1n(Cc2ccc(Cl)cc2)c2sc3c(c2c2ncnn12)CCCC3 do in these assays?
ALOX12 inhib: -3%; ALOX15B inhib: inconclusive; IMPase inh: 2; PNC assembly inh: inconclusive

Results for CCCCOc1ccc(Br)cc1/C(C)=N/NC1=NCCN1 ?
ALOX12 inhib: -3%; IMPase inh: 22; PNC assembly inh: 12

What do the screens show for `COC(=O)CC1C(C)(C)C(=O)C2CC3C4=CC(=O)OC(c5ccoc5)[C@]4(C)CCC3[C@@]1(C)C2=O` (stereo not given in full)?
ALOX12 inhib: -4%; ALOX15B inhib: -2%

What do the screens show for `O=C(NCc1ccncc1)c1ccc(Br)cc1`?
ALOX12 inhib: 0%; ALOX15B inhib: 1%; IMPase inh: -8; PNC assembly inh: inconclusive

Results for O=C(Nc1cc(S(=O)(=O)N2CCOCC2)ccc1N1CCOCC1)c1cnccn1 ?
ALOX12 inhib: -4%; PNC assembly inh: inconclusive

What do the screens show for `COc1ccc(NC(=O)COC(=O)c2c3c(nc4ccccc24)CCCC3)cc1`?
ALOX12 inhib: -2%; ALOX15B inhib: 47%[activator]; IMPase inh: 7; PNC assembly inh: 25

Results for Cc1sc(-n2c(C)cc(C=O)c2C)c(C(=O)O)c1C ?
ALOX12 inhib: inconclusive; ALOX15B inhib: -13%; IMPase inh: -5; PNC assembly inh: -25

What do the screens show for `O=S(=O)(c1ccc2nc(Cc3cccc(C(F)(F)F)c3)[nH]c2c1)N1CCOCC1`?
ALOX12 inhib: -7%; ALOX15B inhib: 19%; IMPase inh: 6; PNC assembly inh: inconclusive

Results for C/C(=C\C(=O)O)C(=O)Nc1nccs1 ?
ALOX12 inhib: -4%; ALOX15B inhib: -4%; IMPase inh: -5; PNC assembly inh: inconclusive

Results for Cc1cc(C)n(-c2ncnc3sc4c(c23)CC(C)CC4)n1 (stereo not given) ?
ALOX12 inhib: -1%; ALOX15B inhib: -4%; IMPase inh: -1; PNC assembly inh: -18

How did O=C(Nc1cccc(C(F)(F)F)c1)c1ccco1 do in these assays?
ALOX12 inhib: 2%; ALOX15B inhib: 4%; IMPase inh: 2; PNC assembly inh: 35

Results for NC(Cc1cccc2nsnc12)C(=O)O (stereo not given) ?
ALOX12 inhib: -5%; ALOX15B inhib: -16%; IMPase inh: 5; PNC assembly inh: 36

Results for CC1(C)COC(c2ccc(F)c([N+](=O)[O-])c2)=N1 ?
ALOX12 inhib: -1%; IMPase inh: 2; PNC assembly inh: -14

Results for CC(=O)Nc1c(O)nc(SCc2ccccc2C#N)[nH]c1=O ?
ALOX12 inhib: 4%; PNC assembly inh: 34

Results for CC(=O)Nc1ccc(S(=O)(=O)N/N=C/c2ccc(C)s2)cc1 ?
ALOX12 inhib: -3%; PNC assembly inh: -20

How did O=C(C1CCCN(S(=O)(=O)Cc2ccccc2)C1)N1CCCCC1 (stereo not given) do in these assays?
ALOX12 inhib: 4%; ALOX15B inhib: -12%; IMPase inh: 2; PNC assembly inh: inconclusive

Results for Cc1nnc2c3ccccc3c(-c3ccc(O)cc3)nn12 ?
ALOX12 inhib: 2%; ALOX15B inhib: -5%; IMPase inh: -5; PNC assembly inh: 18

Results for Cn1c2ccccc2c2ncn(CCN3CCOCC3)c(=O)c21 ?
ALOX12 inhib: -1%; ALOX15B inhib: -2%; IMPase inh: 8; PNC assembly inh: -87*

What do the screens show for `CC(C)Nc1nc(Cl)nc(NN(C)c2nc(N(C)C)nc(N(C)C)n2)n1`?
ALOX12 inhib: -3%; PNC assembly inh: inconclusive

What do the screens show for `O=C(NCc1n[nH]c(=S)n1-c1ccccc1)c1ccc(S(=O)(=O)N2CCOCC2)cc1`?
ALOX12 inhib: 2%; ALOX15B inhib: 8%; IMPase inh: 8; PNC assembly inh: inconclusive

What do the screens show for `COc1cc(OC)cc(C(=O)N[C@H](C(=O)OCC(=O)Nc2ccc(C(C)C)cc2)C(C)C)c1`?
ALOX12 inhib: -3%; IMPase inh: -2; PNC assembly inh: 69

Results for CCn1c(COc2ccccc2)nnc1SCC(=O)Nc1cc(C)ccc1OC ?
ALOX12 inhib: -1%; ALOX15B inhib: 4%; IMPase inh: 7; PNC assembly inh: 43

What do the screens show for `O=C(Cn1cnc2ccccc2c1=O)OCCCCN1C(=O)c2ccccc2C1=O`?
ALOX12 inhib: -9%; ALOX15B inhib: 5%; IMPase inh: 9; PNC assembly inh: -4

How did CC(=O)Nc1nonc1-c1nc2ccccc2n1CCC(C)C do in these assays?
ALOX12 inhib: -6%; ALOX15B inhib: -2%; IMPase inh: 7; PNC assembly inh: -23

What do the screens show for `O=C(c1ccc(Oc2ccccc2)cc1)c1nc2c(n1O)CCCC2`?
ALOX12 inhib: inconclusive; ALOX15B inhib: 27%; IMPase inh: -8; PNC assembly inh: -29

What do the screens show for `Cc1cc2cc(CNC(=O)c3ccc(S(=O)(=O)N(C)C)cc3)ccc2n1C`?
ALOX12 inhib: -4%; ALOX15B inhib: 0%; IMPase inh: inconclusive; PNC assembly inh: -26

What do the screens show for `Cc1cc(C(=O)N2CCN(C/C=C/c3ccccc3)CC2)no1`?
ALOX12 inhib: -5%; ALOX15B inhib: 9%; IMPase inh: -7; PNC assembly inh: inconclusive

How did Cc1cc(Cl)ccc1OCCCC(=O)N1CCCc2ccccc21 do in these assays?
ALOX12 inhib: -10%; ALOX15B inhib: -4%; IMPase inh: 8; PNC assembly inh: -94*

Results for COC(=O)c1cccc(NC(=O)Cc2nc(-c3ccccc3)sc2-c2ccc(C)cc2)c1 ?
ALOX12 inhib: -1%; PNC assembly inh: -6

Results for CNC(=O)NC(=O)C(C)OC(=O)c1cc2c(s1)CCCCC2 (stereo not given) ?
ALOX12 inhib: -2%; IMPase inh: -5; PNC assembly inh: inconclusive

Results for COc1ccc(C(=O)c2ccc(N3CCOCC3)cc2)c(OC)c1 ?
ALOX12 inhib: -13%; ALOX15B inhib: 7%; IMPase inh: -9; PNC assembly inh: inconclusive

How did Cc1ccc(C2=NN(C(=O)CSc3nc(N)cc(N)n3)C(c3ccco3)C2)cc1 (stereo not given) do in these assays?
ALOX12 inhib: -2%; PNC assembly inh: -113*

Six entries already listed, arranged by number of heavy atoms, lowest first.
Results for CC1(C)COC(c2ccc(F)c([N+](=O)[O-])c2)=N1 ?
ALOX12 inhib: -1%; IMPase inh: 2; PNC assembly inh: -14

How did O=C(c1ccco1)N1CCC(c2ccccc2)C1 (stereo not given) do in these assays?
ALOX12 inhib: -3%; ALOX15B inhib: -10%; IMPase inh: 6; PNC assembly inh: 30

Results for Cc1sc(-n2c(C)cc(C=O)c2C)c(C(=O)O)c1C ?
ALOX12 inhib: inconclusive; ALOX15B inhib: -13%; IMPase inh: -5; PNC assembly inh: -25

Results for CCCCOc1ccc(Br)cc1/C(C)=N/NC1=NCCN1 ?
ALOX12 inhib: -3%; IMPase inh: 22; PNC assembly inh: 12

Results for COc1cccc(-c2nn3c(-c4cccc(C)c4)nnc3s2)c1 ?
ALOX12 inhib: -7%; ALOX15B inhib: 12%; IMPase inh: 3; PNC assembly inh: -10

Results for COc1ccc(C(=O)c2ccc(N3CCOCC3)cc2)c(OC)c1 ?
ALOX12 inhib: -13%; ALOX15B inhib: 7%; IMPase inh: -9; PNC assembly inh: inconclusive

(listing goes on)
What do the screens show for `CSc1nnc(-c2cc(-c3ccc(C)cc3)nc3ccccc23)o1`?
ALOX12 inhib: -7%; PNC assembly inh: 45

Results for CC(CNCc1ccc2c(c1)OCO2)NCc1ccc2c(c1)OCO2 (stereo not given) ?
ALOX12 inhib: -5%; ALOX15B inhib: 31%[activator]; IMPase inh: 14; PNC assembly inh: 7

How did COc1cc(C(=S)N2CCC(C)CC2)ccc1O do in these assays?
ALOX12 inhib: -6%; ALOX15B inhib: inconclusive; IMPase inh: 7; PNC assembly inh: 5

What do the screens show for `NC(=O)CSCc1nc2ccccc2s1`?
ALOX12 inhib: -8%; ALOX15B inhib: 4%; IMPase inh: -6; PNC assembly inh: inconclusive

What do the screens show for `COc1ccc(OCC(O)Cn2cnc(-c3ccc(Br)cc3)c2)cc1` (stereo not given)?
ALOX12 inhib: -3%; PNC assembly inh: -10

Results for COc1ccc(-c2nnc(SCC(=O)NCc3ccco3)n2C)cc1 ?
ALOX12 inhib: -4%; ALOX15B inhib: -5%; IMPase inh: -2; PNC assembly inh: -12

What do the screens show for `CCOC(=O)c1ccc(CN(Cc2ccccc2)S(=O)(=O)c2cccc([N+](=O)[O-])c2)cc1`?
ALOX12 inhib: -1%; PNC assembly inh: -11

What do the screens show for `N#Cc1c(NC(=O)CSc2nc(-c3ccco3)cc(C(F)(F)F)n2)sc2c1CCCC2`?
ALOX12 inhib: 1%; ALOX15B inhib: -2%; IMPase inh: -1; PNC assembly inh: -84*

Results for COc1ccc(Cn2c(SCc3ccc(C)cc3)nc3cc(OC)c(OC)cc3c2=N)cc1Cl ?
ALOX12 inhib: 5%; ALOX15B inhib: 42%[activator]; IMPase inh: 16; PNC assembly inh: 16
